High-throughput results (PubChem)
Myeloid diff MLP – promotes myeloid progenitor differentiation. ER-HoxA9 myeloid progenitors, lysozyme-GFP differentiation, flow cytometry. calls only at 10 µM. hit rate 1% among 360,000;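 active = normalized GFP-positive differentiation at or above the plate's own cutoff, the solvent-only control mean plus 3 SD; inconclusive = no clear call, values can overlap the other calls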;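 also: cells exposed to compound for four days before flow analysis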
NOD2 inhibition – inhibition of NOD2-driven NF-kB reporter – cell-based, luminescence, uHTS, HEK293 (AID 1566). HEK293 NOD2/NF-kB luciferase reporter, luminescence; higher % means a stronger effect. one-dose inhibition, % at 4 µM; EC50 in µM for titrated hits. hit rate 0.63% among 290,000; also: many of its hits are not listed in these tables
Siah-1 displacement – blockers of Siah-1 interaction with plectin peptide – biochemical, fluorescence polarization, rhodamine-plectin, uHTS, primary screen (AID 1817). Siah-1 / rhodamine-plectin peptide fluorescence polarization; higher % means a stronger effect. displacement, % at 20 µM; hits with a dose series show IC50 in µM. hit rate 0.02% among 290,000;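 active = displacement of at least 50% at 20 µM, with a fluorescence ratio check between 0.3 and a set limit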;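 also: plate controls were Siah plus tracer with DMSO for no effect and tracer alone without Siah for full effect; strong numbers were not always called active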
HIV fusion peptide – inhibitors of HIV fusion peptide binding, primary screen, biochemical, uHTS, fluorescence dequenching (AID 1986); cell-free peptide binding, fluorescence dequenching, 30 min; higher % means a stronger effect; one-dose inhibition, % at 20 µM; IC50 in µM for titrated hits; hit rate 0.3% among 290,000; in the data active = inhibition mostly above about 52%, no sharp cut-off; inactive = mostly below about 76%; also: some results filed as inactive read as strong as hits
KOR beta-arrestin-1 – KOR agonists, beta-arrestin recruitment, primary screen, cell-based, luminescence, uHTS (AID 1777) | activation, % at 10 µM, or EC50 in µM where a hit was titrated | KOR beta-arrestin recruitment, luminescence; higher % means a stronger effect | hit rate 0.02% among 280,000; in the data active = activation above about 50%, passing the limit was not always enough; also: a part of the inactive calls stands beside numbers as strong as those of hits
LYP phosphatase – PTPN22 lymphoid phosphatase activity blockers – biochemical, fluorescence intensity, uHTS (AID 1779). hit rate 0.054% among 290,000. one-dose inhibition, % at 11.5 µM; IC50 in µM for titrated hits. recombinant LYP phosphatase, fluorescence intensity; higher % means a stronger effect;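 also: plate controls were vehicle with enzyme for no effect and no enzyme for full effect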
PhoP inhibition – PhoP-dependent GFP reporter repression – Salmonella Typhimurium, primary screen (AID 1863); hit rate 0.16% among 300,000; S. Typhimurium PhoP-regulated promoter GFP reporter, 4 h; higher % means a stronger effect; inhibition, % at 50 µM, or IC50 in µM where a hit was titrated;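 active = inhibition over 29.93%, a cutoff 3 SD above the screen mean, later confirmed by dose response; inconclusive = inhibition over 29.93% but no dose response follow-up; inactive = inhibition at most 29.93% or unconfirmed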;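 also: 0% = low Mg2+ inducing control and 100% = high Mg2+ repressing control; strong numbers were not always called active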
NOD1 NF-kB reporter – inhibition of NOD1-driven NF-kB reporter – cell-based, luminescence, uHTS, primary screen (AID 1578). hit rate 1% among 290,000. inhibition, % at 4 µM, or EC50 in µM where a hit was titrated. NOD1-driven NF-kB luciferase reporter cells, luminescence; higher % means a stronger effect; in the data active = inhibition mostly above about 36%, no sharp cut-off; inactive = mostly below about 34%;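 also: HEK-293T reporter cells stimulated with the NOD1 agonist gamma-tri-DAP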
KOR beta-arrestin-2 – KOR antagonists, beta-arrestin recruitment, cell-based, luminescence, uHTS (AID 1778); KOR beta-arrestin recruitment, luminescence, antagonist mode; higher % means a stronger effect; one-dose inhibition, % at 10 µM; IC50 in µM for titrated hits; hit rate 0.091% among 290,000; also: strong numbers were not always called active
Myeloid diff MLP GFP+ MAC1+ % – also measured in Myeloid diff MLP; calls as there; GFP+ MAC1+ double positive, %; measured here: differentiation confirmed by MAC1 staining
The depositor's hits bear a star; i = inactive; ? = inconclusive; · = no result given; [ ] = dose if it differs, or a comment. Rule as the data show it, unless noted: active = inhibition above about 50%; inactive = the rest.

Structure	Myeloid diff MLP	Myeloid diff MLP GFP+ MAC1+ %	NOD2 inhibition	Siah-1 displacement	HIV fusion peptide	KOR beta-arrestin-1	LYP phosphatase	PhoP inhibition	NOD1 NF-kB reporter	KOR beta-arrestin-2
c1ccc(-c2nn[nH]n2)cc1	i	0.7	-1%	-1%	0.9%	3.7%	-7%	-6%	-12%	-2%
COc1ccc(COCC(CC(C)C)N2CCN(C(=O)c3cccc(C(F)(F)F)c3)CCC2=O)cc1 (stereo not given)	i	0.6	-5%	-1%	1.4%	2.8%	3%	-1%	34%	-31%
CC(=O)Nc1ccc(NC(=O)CCn2cnnn2)cc1	i	0.1	-3%	-4%	-0.9%	-2.8%	-5%	6%	-39%	3%
COc1ccc(CC(=O)Nc2ccc(S(=O)(=O)Nc3cc(C)on3)cc2)cc1OC	i	0.6	0%	4%	6.0%	-1.3%	-8%	4%	-14%	-2%
COc1cc(-c2nn3c(COc4ccccc4)nnc3s2)cc(OC)c1OC	i	0.6	4%	0%	4.8%	6.8%	2%	5%	-40%	-27%
CCOc1ccc(C(=O)N[C@H](C(=O)Nc2cccc(S(=O)(=O)N3CCCCC3)c2)C(C)C)cc1	i	2.5	-28%	0%	1.5%	1.2%	4%	-33%	-42%	28%
CCOc1cc(NC(=S)NCC(C)C)c(OCC)cc1NC(=O)c1ccco1	i	1.1	21%	-1%	-5.0%	0.2%	-2%	-8%	-15%	-6%
COc1ccc(-c2nnc(Sc3nc4ccccc4o3)c3ccccc23)cc1	i	2.4	·	-10%	-0.8%	4.3%	10%	-16%	·	10%
Cc1nc2cc(N3CCCCC3)c(NC(=O)c3cccnc3)cc2c(=O)n1Cc1ccccc1	i	0.2	-7%	3%	4.0%	2.1%	-2%	4%	-28%	5%
CCC(C)NC(=O)c1ccccc1C(=O)NC(C)CC (stereo not given)	i	0.6	4%	-1%	1.0%	-2.5%	-9%	6%	0%	9%
Cc1nnc(SCc2cc(=O)[nH]c(/N=C(\N)Nc3ccccc3)n2)s1	i	0.4	-8%	2%	0.1%	1.2%	-6%	-17%	-1%	-13%
NC(=O)C1CCN(CC(=O)Nc2ccccc2Sc2ccccc2)CC1	i	0.4	19%	7%	-3.3%	-1.7%	-1%	1%	-19%	41%
CCOC(=O)CNC(=O)c1ccc(SCC)cc1	i	0.6	-47%	4%	0.9%	2.4%	-2%	-7%	-1%	-4%
O=c1oc(-c2ccccc2)nc2sc3c(c12)CCCC3	i	4.9	44%	1%	-0.3%	-5.8%	2%	0%	45%	-8%
Cc1cc(C)cc(C(=O)Nc2cccnc2Cl)c1	i	0.4	1%	4%	-0.5%	-6.0%	-9%	13%	-16%	-1%[20 µM]
CCNC(=O)c1ccccc1NC(=O)c1cccc(S(=O)(=O)N2CCC(C)CC2)c1	i	0.5	10%	3%	1.7%	1.9%	32%	3%	2%	0%
CC1CCN(CCOCCSc2ccc(Cl)cc2)CC1	i	0.7	-4%	5%	-0.3%	-2.0%	-6%	7%	-41%	-15%
Cc1[nH]nc2c1C(CC(C)C)C(C#N)=C(N)O2 (stereo not given)	i	0.1	6%	-5%	-1.3%	0.4%	-9%	-5%	18%	24%
COC(=O)CN(c1ccccc1F)S(=O)(=O)c1ccc(C)cc1	i	0.3	6%	0%	0.9%	·	-8%	0%	-35%	-3%
CCOC(=O)N1CCN(C(=O)Cc2c(C(=O)O)n(C)c3ccccc23)CC1	i	0.2	16%	-6%	2.2%	-1.3%	-7%	-7%	0%	-10%
O=C(NCc1n[nH]c(=S)n1-c1ccccc1)c1ccc(S(=O)(=O)N2CCCCC2)cc1	i	0.3	-3%	0%	-0.7%	-5.6%	-1%	-3%	-29%	22%
Cc1ccc(CSCC(=O)Nc2ccccc2C(=O)O)cc1	i	0.3	-85%	9%	0.6%	6.7%	-5%	4%	-61%	-44%[20 µM]
CCOC(=O)C1CCN(C(=O)CN(c2ccc(OC)c(OC)c2)S(=O)(=O)c2ccccc2)CC1	i	0.2	10%	-1%	-0.8%	1.7%	0%	4%	-5%	31%
O=C(Nc1ccnn1C1CCN(C(=O)c2ccc(F)cc2)CC1)C1CCOC1 (stereo not given)	i	4.9	4%	8%	0.8%	2.2%	-9%	5%	-16%	24%
Cc1cc(Br)ccc1NC(=O)C1C2CCC(O2)C1C(=O)O (stereo not given)	i	0.5	6%	0%	-0.6%	-1.8%	-10%	0%	-13%	5%
Cc1ccc2cc(C#N)c(NCCCNC(=O)C3CCCO3)nc2c1 (stereo not given)	i	1.4	-5%	-2%	4.1%	-3.9%	-8%	9%	-24%	-27%
CC(C)[C@H](NC(=O)c1ccccc1)C(=O)OCC(=O)N1CC(=O)Nc2ccccc21	i	0.9	0%	2%	1.9%	-3.5%	-7%	2%	-31%	20%
CSc1ccc(S(=O)(=O)Nc2ccc3c(c2)NC(=O)CC3)cc1	i	0.3	30%	2%	0.8%	-1.3%	-3%	-8%	4%	8%
O=C(Nc1cccnc1)c1ccc(-c2cc(Cl)ccc2Cl)o1	i	0.6	-17%	-2%	2.2%	-0.4%	-2%	1%	37%	-131%[20 µM]
Cc1ccc(CCNC(=O)c2ccc(CS(=O)(=O)Cc3ccc(F)cc3)o2)cc1	?	·	11%	3%	-0.4%	-0.7%	-9%	0%	-12%	41%
CCOc1ccc(NC(C(=O)Nc2cccc(C(C)=O)c2)c2ccccc2)cc1 (stereo not given)	i	0.5	-25%	1%	0.0%	-2.5%	4%	12%	-2%	-5%
COc1ccc(CCc2nnc(CCC(=O)N(C)Cc3ccnc4ccccc34)o2)cc1	i	0.4	2%	3%	1.1%	·	0%	4%	17%	-15%[20 µM]
OCCC1CCCCN1CC(O)COCc1ccc(Cl)cc1 (stereo not given)	i	0.9	-1%	4%	0.7%	-0.3%	-4%	0%	-14%	-15%
Cc1cc(OCC(=O)Nc2ccc3c(c2)OCCO3)ccc1Cl	i	7.0	-22%	-2%	0.5%	-3.4%	-12%	0%	-8%	-16%
COc1ccc(OC)c(/C=C2/Sc3ccccc3C2=O)c1	i	0.0	-71%	25%	56%	·	-1%	·	-20%	-35%[20 µM]
CCN1CCN(c2ccc(NC(=O)c3cccc(F)c3)cc2Cl)CC1	i	0.7	-80%	9%	-1.4%	·	-3%	·	-18%	-5%[20 µM]
O=C(CN1C(=O)c2ccccc2S1(=O)=O)Nc1ccccc1	i	1.6	-32%	-2%	-0.5%	3.8%	-2%	-2%	17%	-14%
Cc1ccc(Cn2nnc3c(=O)[nH]c(C4CCCN(S(=O)(=O)c5ccc(F)cc5)C4)nc32)cc1 (stereo not given)	i	0.5	32%	4%	-1.3%	-5.3%	1%	6%	-17%	6%
COc1ccccc1C1C(C(N)=O)=C(C)Nc2ncnn21 (stereo not given)	i	1.8	8%	3%	-0.6%	-1.2%	3%	-13%	-18%	-2%
Cc1ccc(C(=O)N/N=C\c2ccccc2[N+](=O)[O-])cn1	i	0.1	-39%	2%	1.0%	1.0%	-4%	-4%	-27%	-8%
Cc1ccccc1C(=O)NN(C)c1nc2ccccc2nc1C(F)(F)F	i	0.3	8%	-2%	-1.0%	-0.8%	-12%	2%	11%	-13%
CS(=O)(=O)N1CCC(C(=O)Nc2ccc(Br)cc2F)CC1	i	5.1	11%	4%	1.7%	-0.1%	0%	2%	-13%	-8%
Cc1cccc(CS(=O)(=O)Cc2ccc(C(=O)NC3CCCC3)o2)c1	i	1.6	10%	2%	-1.1%	-2.5%	-12%	-1%	-26%	12%
CC(C)c1ccc(O)c(NC(=O)c2ncn[nH]2)c1	i	0.9	-4%	2%	4.4%	-0.3%	-12%	1%	6%	13%
COc1ccc(NS(=O)(=O)c2ccc(O)c(NC(=O)c3cc4c(C)nn(-c5ccc(F)cc5)c4s3)c2)cc1	i	0.1	-46%	-13%	19%	-1.5%	10%	-3%	-2%	5%
Cc1ccc(S(=O)(=O)Nc2ccccc2C(=O)N2CCN(C)CC2)cc1	i	0.8	4%	1%	0.3%	1.0%	-14%	7%	-8%	12%
COc1ccccc1/C=C1\SC(=O)N(CCC(=O)N(C)C2CCS(=O)(=O)C2)C1=O (stereo not given)	i	5.0	9%	15%	-0.7%	4.3%	-3%	-4%	-14%	2%
COc1ccc(CN(C(=O)CN2C(=O)c3ccccc3S2(=O)=O)C(C(=O)NCC2CCCO2)c2ccco2)cc1 (stereo not given)	i	0.5	-2%	-5%	1.1%	-1.5%	-3%	-3%	-24%	-28%
Cc1nn(C)cc1C(C)NC(=O)c1cc(COc2c(F)cccc2F)on1 (stereo not given)	i	0.6	19%	0%	-1.4%	-3.8%	-7%	-3%	-23%	-2%

Exported field by field: 4 of the compounds above
> CS(=O)(=O)N1CCC(C(=O)Nc2ccc(Br)cc2F)CC1
  Myeloid diff MLP: i
  Myeloid diff MLP GFP+ MAC1+ %: 5.1
  NOD2 inhibition: 11%
  Siah-1 displacement: 4%
  HIV fusion peptide: 1.7%
  KOR beta-arrestin-1: -0.1%
  LYP phosphatase: 0%
  PhoP inhibition: 2%
  NOD1 NF-kB reporter: -13%
  KOR beta-arrestin-2: -8%
> Cc1cccc(CS(=O)(=O)Cc2ccc(C(=O)NC3CCCC3)o2)c1
  Myeloid diff MLP: i
  Myeloid diff MLP GFP+ MAC1+ %: 1.6
  NOD2 inhibition: 10%
  Siah-1 displacement: 2%
  HIV fusion peptide: -1.1%
  KOR beta-arrestin-1: -2.5%
  LYP phosphatase: -12%
  PhoP inhibition: -1%
  NOD1 NF-kB reporter: -26%
  KOR beta-arrestin-2: 12%
> CC(C)c1ccc(O)c(NC(=O)c2ncn[nH]2)c1
  Myeloid diff MLP: i
  Myeloid diff MLP GFP+ MAC1+ %: 0.9
  NOD2 inhibition: -4%
  Siah-1 displacement: 2%
  HIV fusion peptide: 4.4%
  KOR beta-arrestin-1: -0.3%
  LYP phosphatase: -12%
  PhoP inhibition: 1%
  NOD1 NF-kB reporter: 6%
  KOR beta-arrestin-2: 13%
> COc1ccc(NS(=O)(=O)c2ccc(O)c(NC(=O)c3cc4c(C)nn(-c5ccc(F)cc5)c4s3)c2)cc1
  Myeloid diff MLP: i
  Myeloid diff MLP GFP+ MAC1+ %: 0.1
  NOD2 inhibition: -46%
  Siah-1 displacement: -13%
  HIV fusion peptide: 19%
  KOR beta-arrestin-1: -1.5%
  LYP phosphatase: 10%
  PhoP inhibition: -3%
  NOD1 NF-kB reporter: -2%
  KOR beta-arrestin-2: 5%

These rows are one share of the data (hit frequency here may not be typical).
